EWS-Fli inh – EWS/Fli-driven NR0B1 reporter inhibitors, primary screen, A673 cells, NR0B1 luciferase, luminescence, MLPCN library | AID 651661, 2012 | 0.67% of 350,000 active | viability-normalised | inhibition, % at 12.6 µM;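 active = mean inhibition of at least 50% after viability correction, with every replicate also passing that limit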;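 note: firefly luciferase signal divided by Alamar Blue viability fluorescence both relative to DMSO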
FN deposit inh – inhibitors of fibronectin matrix deposition, primary screen, AH1F cells, Alexa488-fibronectin fluorescence, plate reader | inhibition, % at 12.6 µM | 0.086% of 350,000 active | AH1F fibroblasts, overnight;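 active = mean inhibition across replicates of 30% or more, regardless of how many single replicates reach that level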;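 note: positive control wells lacked labelled fibronectin entirely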
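Assay system: AH1F fibroblasts / Quantity: 10000 cells per well / Medium: DMEM plus 2% serum, read in PBS / Reagent: labelled fibronectin 24 nM / Dosing: single dose, pinned / Times: 1 h cell attachment, overnight exposure to compound and label / Signal: fluorescence, ex 485 nm, em 525 nm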
PAX8 reporter – inhibitors of PAX8-driven TPO luciferase reporter, primary screen, RMG-I cells, single concentration; inhibition, % at 12.6 µM; AID 652154, 2013; 1.2% of 360,000 active; SteadyGlo, 24 h;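 active = mean replicate inhibition at least 60% with every replicate also reaching 60%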;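 note: luciferase light reporting Pax8 driven TPO promoter activity; plate controls were median of neutral control wells for no effect and mitoxantrone controls for full effect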
GSIS activator – GLuc luminescence reporter in INS-1E cells, primary screen for activators of glucose-dependent secretion of insulin; 0.61% of 370,000 active; activation, % at 16.6 µM; INS-1E GLuc reporter insulin secretion, 2-3 h; AID 743287, 2014;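 active = lowest replicate activation of at least 40%, so every replicate reaches that level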;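 note: 0% = median of neutral control wells and 100% = median of IBMX positive control wells; some compounds called inactive have numbers as strong as hits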
miR-122 sensor – miR-122 Renilla sensor signal increase in Huh7, primary screen, miR-122 inhibitor project, cell-based, single point, plate reader; AID 602342, 2012; activation (reporter increase), % at 12.5 µM; 0.3% of 340,000 active; Huh7 miR-122 Renilla luciferase sensor, 48 h; neutral wells = 0, positive control = 100;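 active = mean replicate activation score at least 90 and every replicate individually at or above 90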;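 note: higher luciferase means less miR-122 activity so hits act as miR-122 inhibitors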
F508del corr – F508del CFTR correction, initial screen, CFBE line, single point | CFBE cells, YFP halide quenching; stimulated with forskolin plus potentiator P3; % fluorescence drop versus neutral controls | activity (quench increase), % at 7.58 µM | 0.36% of 350,000 active | AID 720511, 2013;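 active = mean added fluorescence quench of at least 8% versus neutral control, with both replicates also reaching 8%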;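 note: cells transiently co-express mutant CFTR-F508del with the halide-sensitive YFP; corrector assay measuring rescue of mutant channel to the surface after 24 h compound exposure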
DENV2 CPE rescue – inhibitors of DENV2 cytopathic effect, primary screen, cell-based, plate reader, single concentration; CPE inhibition, % at 9.99 µM; 1.7% of 350,000 active; AID 651640, 2012; DENV2-infected cells, cytopathic effect rescue; in the data active = CPE inhibition above about 20%, passing the limit was not always enough; tested in BHK-21 cells;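 note: 0% = median of neutral control wells and 100% = median of positive control wells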
* hit, by the source's call; . = no result given; [ ] = remark or other dose.

SMILES,FN deposit inh,PAX8 reporter,DENV2 CPE rescue,EWS-Fli inh,miR-122 sensor,GSIS activator,F508del corr
Cc1cc(C)c(S(=O)(=O)/N=C2\C=C(NS(=O)(=O)c3ccccc3)C(=O)c3ccccc32)c(C)c1,18.4,24.1,0.9,.,41.1,18.4,-1.2
O=C(Oc1ccc(Br)cc1)c1n[nH]c(=O)c2ccccc12,-2.1,11.2,-5.6,-0.4,0.2,-1.7,0.3
Cc1cc2cc(CNC(=O)Cc3ccc([N+](=O)[O-])cc3)ccc2n1C,-1.5,8.6,3.0,4.4,.,-0.4,-1.9
COC(=O)C1CCN(C(=O)COC(=O)C2CCN(S(=O)(=O)c3ccc(C)c(C)c3)CC2)CC1,6.7,.,-2.2,0.6,.,10.1,1.3
CC(C)(C)c1ccc(C(=O)NC2CCN(Cc3ccccc3)CC2)cc1,-1.2,8.0,-1.7,-9.6,.,-27.3,-1.2
COCC(=O)Nc1ccc2c(c1)OC[C@H](C)N(C(=O)CC1CC1)C[C@H](C)[C@H](OC)CN(C)C2=O,.,-19.5,30.9*,-0.7,.,5.9,-0.5
Cc1cccc(/C=C2/SC(=O)N(Cc3ccccc3)C2=O)n1,.,.,12.2,-15.5,-2.2,24.9,2.4
O=C(N/N=C/c1ccc(Br)cc1)c1cc[n+]([O-])cc1,7.2,-13.0,4.3,-0.9,0.5,-3.0,1.4
COc1cc(OC)cc(C(=O)OCc2cc3ccccc3[nH]c2=O)c1,-1.0,15.2,.,.,-22.1,.,.
CNC(=O)C[C@H]1CC[C@H]2[C@H](COc3ccc(NC(=O)c4cccc(OC)c4)cc3C(=O)N2C)O1,-4.9,-6.9,-11.3,-4.1,-25.0[16.7 µM],-5.7,-1.8
O=C(O)/C=C/c1cn(-c2ccccc2)nc1-c1cccs1,-1.0,-13.9,21.7*,-3.4,-4.2,30.2,-1.0
O=C(Oc1ccc(Br)cc1C(=O)/C=C/c1ccccc1F)c1ccco1,-0.5,39.8,-2.3,24.9,4.6,-11.4,-0.5
COC(=O)c1ccccc1NCCO,-1.1,25.4,1.5,8.1,17.6,120.0*,1.2
COc1ccc(CN(C)C[C@H]2Oc3ccc(NS(=O)(=O)c4ccccc4)cc3C(=O)N([C@H](C)CO)C[C@H]2C)cc1,.,-16.5,5.2,3.6,12.9[16.7 µM],8.3,-0.9
C[C@@H]1CCCCO[C@@H](CN(C)C(=O)CCCN(C)C)[C@H](C)CN([C@H](C)CO)C(=O)c2cc(NS(=O)(=O)c3cn(C)cn3)ccc2O1,.,-15.0,-18.0,-5.6,.,13.3,-5.3
COC(=O)Cc1c(C)c2ccc(O)c(CNCc3ccc(OC)c(OC)c3)c2oc1=O,6.1,-15.8,0.1,11.8,-3.0,5.0,2.2
Cc1ccc(S(=O)(=O)N2CCC(c3nnc(SCCN4CCCC4)n3C)CC2)cc1,7.9,-9.1,-5.6,-6.4,-3.5,-2.7,1.9
NC(=O)Cn1c(O)c(N=NC(=O)CNC(=O)/C=C/c2ccccc2)c2ccccc21,0.8,-2.1,-2.3,8.6,3.3,35.8,-2.1
C[C@@H]1CN([C@H](C)CO)C(=O)c2cccc(NC(=O)Nc3ccc4c(c3)OCO4)c2O[C@@H]1CN(C)C(=O)NC1CCCCC1,.,.,14.1,4.2,8.5[16.7 µM],-2.5,0.7
O=S(=O)(c1ccccc1)N1C[C@@H]2[C@H](c3ccccc31)[C@H](CO)N2Cc1ccc2c(c1)OCO2,7.5,36.9,1.3,25.2,-10.0[16.7 µM],-25.5,1.0
Cc1ccc(/C=N/NC(=O)c2nnn(-c3nonc3N)c2CN(C)C)o1,-7.0,-7.7,-3.6,2.8,-2.8,24.6,3.5
O=C(CC(C(=O)N1CCc2ccccc21)n1ccnc1)NCc1ccccc1 (stereo not given),.,.,8.2,12.0,-9.0,-18.7,-3.9
O=C(c1ccccc1F)N1CC[C@@H]2[C@@H](CO)Nc3ccc(-c4ccccc4)cc3[C@@H]21,-0.2,6.9,-12.0,2.8,74.0[16.7 µM],-20.8,-2.6
COc1ccc(OCC(=O)Nc2ccc(S(=O)(=O)N(C)c3ccccc3)cc2)cc1,0.4,1.0,-1.2,-7.2,2.3,-27.2,1.0
O=C(c1ccccc1)N(Nc1ccccc1)c1ccccc1,5.3,4.4,-9.5,13.4,13.2,18.4,.
Cn1nc(-c2ccc(Cl)cc2)c2cc(C(=O)N3CCN(c4ccccc4)CC3)sc21,-0.3,18.4,-2.8,5.3,5.7,.,-1.8
Cc1ccc(S(=O)(=O)N(C)C[C@H]2Oc3ccc(NC(=O)CCCN(C)C)cc3CC(=O)N([C@H](C)CO)C[C@@H]2C)cc1,.,12.1,4.0,-4.2,1.9[16.7 µM],11.1,0.7
COC1=CCC2([N+](=O)[O-])CN(CC(=O)O)CC1([N+](=O)[O-])C2 (stereo not given),2.8,7.7,.,.,.,7.2,.
CCOP(=O)(CN(CC)C(=O)c1ccccc1Br)OCC,-3.5,-22.2,10.7,-0.8,.,9.3,-2.0
COc1cc(/C=N/NC(=O)c2ccncc2)c([N+](=O)[O-])cc1OC,2.3,-1.9,-5.3,-1.8,.,9.6,-1.6
O=C(CSc1nnnn1-c1ccccc1)Nc1ccccc1,-5.0,-13.0,-4.4,8.7,-2.7,15.1,2.7
CCCNC(=O)N(C)C[C@@H]1Oc2ncc(C#C[C@H](C)O)cc2C(=O)N([C@H](C)CO)C[C@@H]1C,0.0,.,1.8,-12.2,2.3[16.7 µM],38.6,0.6
COC(=O)c1c(C)[nH]c(-c2csc(N)n2)c1C,5.1,22.2,.,44.8,.,0.0,1.0
O=C(c1ccc2nccnc2c1)N1CCCC(Nc2ccc(F)c(F)c2)C1 (stereo not given),1.5,2.9,-2.1,-4.2,7.5,18.9,-0.1
O=C(O)c1cccc(S(=O)(=O)NNc2ccccc2C(F)(F)F)c1,-8.9,8.0,0.9,5.0,0.6,-1.0,-0.3
O=C(C[C@@H]1C=C[C@H](NS(=O)(=O)c2ccccc2)[C@H](CO)O1)NCc1ccccc1F,.,-9.8,-9.5,1.9,.,10.2,-1.6
Nc1ncncc1-c1ccc(Cl)cc1,2.7,-14.9,11.4,-1.6,-8.7,11.0,-0.1
O=Cc1cc(Br)c(OC(=O)N2CCOCC2)c(Br)c1,0.8,-25.9,1.4,7.5,.,-5.6,2.5
COCC(=O)N1C[C@@H](C)[C@@H](OC)CN(C)C(=O)c2cc(NC(=O)C3CCC3)ccc2OC[C@H]1C,3.3,-5.9,-7.7,6.9,.,-0.9,0.1
O=[N+]([O-])c1cccc(/C=C/c2nc[nH]c2[N+](=O)[O-])c1,1.0,-14.7,-6.6,6.9,-2.3,40.2*,-2.2
CC1(C)OC(C)(C)C(=N/O)/C1=N\N,4.9,-10.1,16.9,-7.5,.,-1.0,-1.0
CCOC(=O)N1CCC(NC(=O)c2cccc3c2C(=O)N(Cc2cccnc2)C3)CC1,0.2,0.4,.,.,-5.5,.,.
COC(=O)c1ccc(NC(=O)Cc2ccc(F)cc2)cc1,-0.8,-23.6,8.4,-13.5,3.7,-3.0,-3.2
Cn1c(=O)n(C)c2cc(NS(=O)(=O)c3ccc(Br)s3)ccc21,-1.7,-9.6,.,9.3,6.3,5.9,-2.1
Cc1ccc(-c2ccc([C@H]3[C@H]4CN(C(=O)Nc5ccccc5)CCCCN4[C@H]3CO)cc2)cc1,.,25.4,.,3.4,-5.8[16.7 µM],-5.1,0.8
C/C(Cn1nnc([N+](=O)[O-])n1)=N\NC(=O)c1ccc(O)cc1,0.3,-11.9,2.5,4.0,-11.0,-4.5,-1.7
CCOC(=O)COc1ccccc1/C=C1\NC(=O)NC1=O,0.1,-18.1,-9.6,-1.7,0.9,10.7,-1.8
C[C@H]1CN([C@@H](C)CO)C(=O)CCCn2nncc2CO[C@@H]1CN(C)S(=O)(=O)c1ccc(Cl)cc1,-12.4,.,5.8,-9.7,-2.5[16.7 µM],-9.6,1.8
CN1C(=O)c2cc(NS(=O)(=O)CC(F)(F)F)ccc2OC[C@H]2O[C@@H](CC(=O)Nc3cccc(F)c3)CC[C@@H]21,-2.9,3.0,2.9,-0.5,.,-8.7,.
C[C@@H]1CN([C@H](C)CO)C(=O)c2cc(C#CCc3ccccc3)cnc2O[C@@H]1CN(C)C(=O)C1CC1,.,.,-6.4,-5.8,12.9[16.7 µM],17.2,-2.6
C[C@H]1CN([C@@H](C)CO)C(=O)Cc2cc(NC(=O)Cn3cnnn3)ccc2O[C@H]1CN(C)Cc1ccc(C(F)(F)F)cc1,.,-53.3,18.8,2.5,-3.4[16.7 µM],-8.4,4.6
CC(Oc1ccc2c(-c3ccccc3)cc(=O)oc2c1)C(=O)NCCN1CCOCC1 (stereo not given),-1.6,10.7,-4.9,.,1.3,10.3,-0.1
COc1cc2c(cc1CNC[C@H]1O[C@@H](n3ccc(N)nc3=O)[C@H](O)[C@@H]1O)OCO2,5.7,4.8,13.0,-3.2,-0.3,-5.5,-2.6
COCCNC(=O)C1CCCN(C(=O)c2cc(C)nn2C(C)(C)C)CC1 (stereo not given),5.2,-8.9,21.3*,1.4,-1.4,3.4,-0.6
COC(=O)c1ccccc1NC(=O)Nc1cccc(C)n1,-4.2,6.7,13.5,6.7,1.4,13.4,1.8
CCOc1ccc(NC(=O)CCC(=O)NNC(=O)NC2CCCCC2)cc1,-2.6,-13.4,10.5,2.3,.,-5.9,1.0
FC(F)(F)c1cnc(N/N=C/c2ccncc2)c(Cl)c1,1.0,10.8,5.7,-2.2,.,.,-1.9
CCOC(=O)C1CN(S(=O)(=O)c2ccc(OC)cc2)c2ccccc2O1 (stereo not given),-0.3,-20.7,1.9,-3.3,.,-3.2,-1.2
CN1C(=O)c2cc(NC(=O)C3CCCCC3)ccc2OC[C@@H]2O[C@H](CC(=O)NC3CCCC3)CC[C@H]21,-6.2,10.3,-9.0,3.3,-2.3[16.7 µM],-7.8,-0.3
CN1c2ccc(C3=CCCCC3)cc2[C@@H]2[C@@H](CCN2C(=O)c2ccccc2F)[C@@H]1CO,-5.0,17.4,-17.5,1.8,12.3[16.7 µM],25.9,0.5

A section from the list above:
SMILES,FN deposit inh,PAX8 reporter,DENV2 CPE rescue,EWS-Fli inh,miR-122 sensor,GSIS activator,F508del corr
CC1(C)OC(C)(C)C(=N/O)/C1=N\N,4.9,-10.1,16.9,-7.5,.,-1.0,-1.0
CCOC(=O)N1CCC(NC(=O)c2cccc3c2C(=O)N(Cc2cccnc2)C3)CC1,0.2,0.4,.,.,-5.5,.,.
COC(=O)c1ccc(NC(=O)Cc2ccc(F)cc2)cc1,-0.8,-23.6,8.4,-13.5,3.7,-3.0,-3.2

Other structures.
SMILES,FN deposit inh,PAX8 reporter,DENV2 CPE rescue,EWS-Fli inh,miR-122 sensor,GSIS activator,F508del corr
COc1ccc(NC(=O)CN2CCN(c3nc(-c4ccc(F)cc4)cs3)CC2)c(OC)c1,.,8.3,2.8,9.9,0.7,1.6,-4.2
CCCn1c(N2CCN(CC(=O)c3c(C)n(C)c4ccc(OC)cc34)CC2)nc2c1c(=O)[nH]c(=O)n2C,-2.3,33.9,.,.,-1.5,.,.
Cc1ccc2nc(SC(C)C(=O)N3CCCCC3)[nH]c2c1 (stereo not given),-0.1,-25.4,1.8,-41.2,5.2,1.1,-4.1
Cc1ccc2ccc3ccc(C)nc3c2n1,-13.8,8.5,-17.7,26.7,3.0,9.4,-2.6

Screening data deposited in PubChem BioAssay by Broad Institute.

Rows were taken by chance (roughly 3.9% active in at least one column).
